Screens as filed in PubChem.
K1F lysis inhibition – inhibition of K1F phage lysis, E. coli UTI89, bacterial capsule biogenesis inhibitors, alamar blue (AID 488966); E. coli UTI89 K1F phage lysis, alamar blue, 2 h; higher % means a stronger effect; one-dose inhibition, % at 100 µM; IC50 in µM for titrated hits; hit rate 0.02% among 340,000;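 active means phage lysis inhibition, versus mean bacterial control, above a set limit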;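 further: capsule biogenesis inhibitors block K1F phage lysis so surviving cells raise fluorescence; higher fluorescence means more inhibition of phage lysis; actives were called in the ten point dose series up to 300 µM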
Rac1 GTP hydrolysis – MgcRacGAP GTPase-activating activity inhibitors, confirmation, biochemical, ADP Hunter fluorescence | MgcRacGAP-stimulated Rac1 GTP hydrolysis, ADP Hunter fluorescence; higher % means a stronger effect; GST-tagged Rac1 F28L mutant substrate | inhibition, % at 30 µM, or IC50 in µM where a hit was titrated | hit rate 0.6% among 340,000;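 active means first-screen hits whose inhibition reached a set limit at any dose in the follow-up dose series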;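 further: fluorescence reports GDP produced by GAP-driven GTP hydrolysis; strong numbers were not always called active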
KOR beta-arrestin-1 – kappa opioid receptor blockers – cell-based, luminescence, uHTS (AID 1778) | KOR beta-arrestin recruitment, luminescence, antagonist mode; higher % means a stronger effect | inhibition, % at 10 µM; hits with a dose series show IC50 in µM | hit rate 0.091% among 290,000; in the data active means inhibition above about 50%; further: strong numbers were not always called active
NOD1 inhibition – inhibition of NOD1-driven NF-kB reporter – cell-based, luminescence, uHTS, primary screen (AID 1578). NOD1-driven NF-kB luciferase reporter cells, luminescence; higher % means a stronger effect. inhibition, % at 4 µM, or EC50 in µM where a hit was titrated. hit rate 1% among 290,000; in the data active means inhibition mostly above about 36%, no sharp cut-off; inactive means mostly below about 34%;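 further: HEK-293T reporter cells stimulated with the NOD1 agonist gamma-tri-DAP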
NTR1 ag – agonists of NTR1, primary screen, imaging, U2OS cells, beta-arrestin-GFP, high content (AID 493036). P30989. NTR1-U2OS beta-arrestin-GFP spot imaging, agonist mode. activation, % at 20 µM. hit rate 0.17% among 330,000;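 active means activation at or above 40% of the spot to cytoplasm intensity ratio, with at least 20 cells analyzed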;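 further: 0% = DMSO without peptide and 100% = 100 nM NTR1 peptide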
Target sequence (P30989 whole entry, looked up): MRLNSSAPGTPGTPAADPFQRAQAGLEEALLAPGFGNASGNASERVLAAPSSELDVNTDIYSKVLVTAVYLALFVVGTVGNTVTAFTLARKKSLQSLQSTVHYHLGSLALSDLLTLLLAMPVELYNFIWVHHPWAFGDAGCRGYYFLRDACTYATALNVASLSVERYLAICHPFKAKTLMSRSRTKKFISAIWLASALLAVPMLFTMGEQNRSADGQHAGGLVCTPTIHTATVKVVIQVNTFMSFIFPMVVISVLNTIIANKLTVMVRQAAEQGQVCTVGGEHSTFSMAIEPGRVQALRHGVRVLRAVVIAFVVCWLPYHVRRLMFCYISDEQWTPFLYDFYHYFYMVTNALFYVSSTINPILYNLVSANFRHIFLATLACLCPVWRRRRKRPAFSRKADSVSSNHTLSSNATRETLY
GPR35 arrestin U2OS – GPR35 antagonists blocking zaprinast-driven arrestin recruitment, primary screen, imaging, U2OS, beta-arrestin-GFP, zaprinast agonist (AID 2058); one-dose inhibition, % at 10 µM; IC50 in µM for titrated hits; hit rate 0.052% among 290,000; U2OS GPR35 beta-arrestin-GFP translocation imaging, zaprinast antagonism; higher % means a stronger effect;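 active means inhibition of at least 50% with at least 30 cells and total cytoplasm GFP at most 10,000,000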
GPR55 activation – GPR55 agonists via beta-arrestin recruitment, primary screen, imaging, U2OS cells, beta-arrestin-GFP redistribution (AID 1961) | U2OS GPR55 beta-arrestin-GFP redistribution imaging; higher % means a stronger effect | activation, % at 10 µM, or EC50 in µM where a hit was titrated | hit rate 0.048% among 290,000;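 active means activation above 40% with more than 50 cells counted in the well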;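 further: U2OS osteosarcoma cells stably expressing GPR55 and beta-arrestin-GFP; plate controls were DMSO negative control for no effect and LPI positive control for full effect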
GPR55 LPI antagonism – GPR55 antagonists blocking LPI-driven arrestin recruitment, primary screen, imaging, U2OS, beta-arrestin-GFP, LPI agonist (AID 2013); U2OS GPR55 beta-arrestin-GFP translocation imaging, LPI antagonism; higher % means a stronger effect; one-dose inhibition, % at 10 µM; IC50 in µM for titrated hits; hit rate 0.13% among 290,000;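 active means spots per cell inhibited over 60%, with over 100 cells counted and total cytoplasm intensity under 500,000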;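 further: U2OS cells stably carrying GPR55 and arrestin-GFP stimulated by 5 µM LPI near EC80; imaged beta-arrestin-GFP aggregate spots per cell after agonist stimulation; plate controls were LPI-stimulated DMSO wells for no effect and DMSO wells without LPI for full effect; some results filed as inactive read as strong as hits; confirmed hits need IC50 under 10 µM and bright autofluorescent wells are also inconclusive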
KOR beta-arrestin-2 – kappa opioid receptor activators – cell-based, luminescence, uHTS, primary screen (AID 1777) | KOR beta-arrestin recruitment, luminescence; higher % means a stronger effect | one-dose activation, % at 10 µM; EC50 in µM for titrated hits | hit rate 0.02% among 280,000; in the data active means activation above about 50%, passing the limit was not always enough; further: a part of the inactive calls stands beside numbers as strong as those of hits
NTR1 ag cell count 20 µM – recorded beside NTR1 ag, whose call it bears; cell count; measured here: cell count, cytotoxicity flag
An asterisk follows results filed as active; x = no result given; [ ] = remark or other dose.

SMILES	K1F lysis inhibition	Rac1 GTP hydrolysis	KOR beta-arrestin-1	NOD1 inhibition	NTR1 ag	NTR1 ag cell count 20 µM	GPR35 arrestin U2OS	GPR55 activation	GPR55 LPI antagonism	KOR beta-arrestin-2
O=[N+]([O-])c1ccc(/C=N/Nc2ccc3ccccc3c2)o1	-0.4%	6%	42%	-22%	-3.3	88	-8%	0.3%	-4%	2.2%
CN(C)CCOC1c2ccccc2-c2ccccc21	-0.1%	25%	-4%	18%	0.3	57	-2%	0.4%	-1%	-0.6%
O=C(CCn1nnnc1CN1CCOCC1)N1CCC(c2ccccc2F)C1 (stereo not given)	0.2%	0%	-13%	2%	0.8	72	-13%	-0.1%	-32%	1.7%
N#Cc1cn(-c2ccccc2)nc1-c1cc2ccccc2oc1=O	5.0%	-1%	-12%	-29%	-2.0	98	-16%	-0.2%	16%	-0.6%
CCOc1ccc(N2C(=O)c3ccc(C(=O)OCC(=O)N(CC)C4CCS(=O)(=O)C4)cc3C2=O)cc1 (stereo not given)	-0.1%	3%	16%	-31%	-0.2	28	-8%	0.1%	2%	-2.7%
Cc1cccc(NC(=O)CN2C(=O)CSC2=O)c1	0.0%	5%	-20%[20 µM]	-46%	-0.4	67	21%	0.2%	12%	x
CCCOc1ccc(-c2csc3ncn(Cc4ccc(C(=O)O)cc4)c(=O)c23)cc1	-0.2%	9%	-4%[20 µM]	-17%	2.7	54	9%	-0.1%	11%	-2.2%
CC(=O)N1CCN(c2ccc(NC(=O)c3cccc([N+](=O)[O-])c3)cc2)CC1	0.3%	-1%	1%	-37%	0.4	63	5%	0.2%	12%	2.9%
O=C(N/N=C/C(Br)=C/c1ccccc1)c1cccs1	-2.6%	-2%	-44%	-56%	8.5	39	-2%	0.3%	7%	-2.0%
O=C(CN(C(=O)c1csnn1)c1ccc(Cl)cc1)NCc1ccc2c(c1)OCO2	-0.3%	5%	-1%	14%	3.2	49	-9%	-0.1%	-10%	-1.3%
COc1cc(CCC(=O)OCC(=O)Nc2ccccc2C(C)C)cc(OC)c1OC	12%	6%	-3%	-22%	-0.5	41	12%	-0.1%	6%	0.0%
CCOC(=O)C1C(=O)CC(C)(O)C(C(=O)OCC)C1c1ccc(OC)cc1 (stereo not given)	3.0%	6%	1%	-16%	-0.4	46	1%	-0.2%	-4%	0.5%
CN=C1SC(CC(=O)Nc2sc(C)c(C)c2C(=O)OC)C(=O)N1C (stereo not given)	0.6%[50 µM]	19%	-6%	-1%	2.5	49	26%	-0.3%	5%	1.8%
Cc1nn(CC(=O)NCCN2CCOCC2)c(C)c1[N+](=O)[O-]	0.8%	10%	-64%	x	-0.5	54	-2%	0.2%	-15%	5.3%
CC(=O)c1ccc(Nc2cc(C)nc3c(C)cccc23)cc1	-0.4%	14%	-223%[20 µM]	-41%	-2.0	96	2%	0.2%	5%	x
Clc1cccc(Cl)c1C1=NOC(c2nnc(-c3ccccc3)o2)C1 (stereo not given)	0.4%	-1%	31%	-7%	-3.6	83	5%	-0.1%	7%	-3.5%
CC(=O)N1C(=O)c2cccc3cccc(c23)C(=O)N1C(C)=O	x	x	34%	-5%	0.2	41	6%	-0.1%	9%	-4.2%
COc1ccc(OCC(=O)Nc2sc3c(c2C(=O)NCC2CCCO2)CCC3)cc1 (stereo not given)	0.9%	1%	-16%	25%	9.9	48	-11%	0.1%	-40%	2.6%
CNc1nc(-c2ccccn2)nnc1-c1ccccc1	0.8%	7%	6%	-77%	-1.1	41	4%	0.2%	11%	-1.8%
COC(=O)c1ccc(N2CCCCC2)c(N)c1	0.6%	14%	-52%[20 µM]	-42%	2.1	66	-3%	0.2%	-3%	0.7%
COc1ccc(CCNC(=O)C2CCN(S(=O)(=O)c3ccc4nc5c(c(C(=O)O)c4c3)CCCC5)CC2)cc1OC	0.2%	8%	-11%	-21%	-0.2	61	17%	0.6%	14%	1.4%
CN(C)c1nc(N(C)C)n(C(=O)c2cccs2)n1	-1.3%	7%	6%	-20%	-0.8	41	0%	-0.1%	10%	-1.8%
Cn1c(=O)c(C(=O)Nc2ccccc2S(N)(=O)=O)c(O)c2ccccc21	0.9%[50 µM]	8%	-14%	-19%	0.8	56	12%	0.8%	1%	5.0%
O=c1sc(N2CCN(c3ccc(F)cc3)CC2)nc2ccsc12	1.4%	16%	-18%	-56%	1.7	114	-9%	-0.1%	-1%	80%
Cc1nc(N2CCOCC2)c(C#N)c(C)c1Br	-0.3%	5%	-25%	-13%	1.8	72	2%	0.0%	-2%	1.8%

Single records (already shown).
CC(=O)c1ccc(Nc2cc(C)nc3c(C)cccc23)cc1 is entered as K1F lysis inhibition: -0.4%; Rac1 GTP hydrolysis: 14%; KOR beta-arrestin-1: -223%[20 µM]; NOD1 inhibition: -41%; NTR1 ag: -2.0; NTR1 ag cell count 20 µM: 96; GPR35 arrestin U2OS: 2%; GPR55 activation: 0.2%; GPR55 LPI antagonism: 5%; KOR beta-arrestin-2: x
O=C(CN(C(=O)c1csnn1)c1ccc(Cl)cc1)NCc1ccc2c(c1)OCO2 is entered as K1F lysis inhibition: -0.3%; Rac1 GTP hydrolysis: 5%; KOR beta-arrestin-1: -1%; NOD1 inhibition: 14%; NTR1 ag: 3.2; NTR1 ag cell count 20 µM: 49; GPR35 arrestin U2OS: -9%; GPR55 activation: -0.1%; GPR55 LPI antagonism: -10%; KOR beta-arrestin-2: -1.3%
CCOC(=O)C1C(=O)CC(C)(O)C(C(=O)OCC)C1c1ccc(OC)cc1 (stereo not given) is entered as K1F lysis inhibition: 3.0%; Rac1 GTP hydrolysis: 6%; KOR beta-arrestin-1: 1%; NOD1 inhibition: -16%; NTR1 ag: -0.4; NTR1 ag cell count 20 µM: 46; GPR35 arrestin U2OS: 1%; GPR55 activation: -0.2%; GPR55 LPI antagonism: -4%; KOR beta-arrestin-2: 0.5%

Limited to NTR1 ag cell count 20 µM, NTR1 ag and KOR beta-arrestin-1 (3 entries from above):
| SMILES | NTR1 ag cell count 20 µM | NTR1 ag | KOR beta-arrestin-1 |
| --- | --- | --- | --- |
| CC(=O)N1C(=O)c2cccc3cccc(c23)C(=O)N1C(C)=O | 41 | 0.2 | 34% |
| COc1ccc(OCC(=O)Nc2sc3c(c2C(=O)NCC2CCCO2)CCC3)cc1 (stereo not given) | 48 | 9.9 | -16% |
| CNc1nc(-c2ccccn2)nnc1-c1ccccc1 | 41 | -1.1 | 6% |

Continued.
SMILES	K1F lysis inhibition	Rac1 GTP hydrolysis	KOR beta-arrestin-1	NOD1 inhibition	NTR1 ag	NTR1 ag cell count 20 µM	GPR35 arrestin U2OS	GPR55 activation	GPR55 LPI antagonism	KOR beta-arrestin-2
Cc1cccc(N2CCN(S(=O)(=O)c3ccc4[nH]c(=O)ccc4c3)CC2)c1C	-2.5%	6%	-65%[20 µM]	-20%	1.4	60	-7%	0.0%	-10%	-2.0%
CCC1=C/C(=C/c2sc3ccccc3[n+]2CC)CC(C)(C)C1	x	x	28%	-8%	3.5	41	8%	-0.4%	-2%	9.0%
CC/C(=N\NC(N)=O)c1ccc(OC)c(OC)c1	x	x	-1%	-6%	0.9	69	11%	-0.1%	-2%	2.7%
C=CCSC1=C(C#N)C(c2ccccc2OCC)CC(=O)N1 (stereo not given)	2.5%	4%	-2%	-9%	0.3	41	0%	-0.2%	-3%	0.8%
COc1cc2c(cc1NC(=S)Nc1cccc(C(F)(F)F)c1)oc1ccccc12	1.4%	225µM*	-49%	-8%	-0.7	89	7%	-0.2%	12%	-5.6%
COc1cccc(CNC(=O)CSc2cc(=O)n(C)c3ccccc23)c1	0.1%	10%	-32%	-23%	-0.6	82	-16%	0.2%	0%	1.7%
Cc1cc(NC(=O)c2ccc(C)c([N+](=O)[O-])c2)no1	-0.1%	2%	-3%	-24%	-0.1	70	-7%	-0.4%	0%	10%
COc1cc(OC)c(C(=O)Nc2ccncc2)cc1OC	0.1%	6%	-5%	60%	0.3	54	12%	0.6%	0%	-1.4%
CCc1nc(SCC(=O)Nc2ccc(Br)cn2)n[nH]1	-0.2%	8%	30%	-7%	0.1	62	-6%	-0.2%	25%	5.3%
COc1ccc(OC)c(NC(=O)CC2SC(=NCc3ccccc3)NC2=O)c1 (stereo not given)	0.0%	6%	30%	-22%	-1.4	64	4%	-0.2%	-3%	-4.5%
O=C(COC(=O)c1ccccn1)Nc1ccccc1OC(F)F	0.1%	12%	-4%	-21%	4.4	35	-15%	-0.6%	4%	-1.1%
CCC(C)(C(=O)NC1CCCCC1)N(Cc1cccs1)C(=O)c1ccccn1 (stereo not given)	0.0%	3%	x	-8%	-0.5	61	-10%	-0.3%	21%	0.06µM*
Cc1noc(C)c1S(=O)(=O)NC1CCN(Cc2ccccc2)CC1	-0.3%	5%	23%	-10%	-1.7	94	-2%	-0.2%	2%	-0.1%
CCC(NC(=O)C1CCCO1)c1ccccc1 (stereo not given)	0.3%	8%	-19%	-20%	0.7	65	11%	0.5%	15%	-3.4%
CCOc1ccc(S(=O)(=O)N2CCN=C2c2ccccc2)c(C)c1C	1.3%[50 µM]	6%	14%	-24%	2.5	55	7%	-0.1%	-2%	0.5%
CCOC(=O)N1CCN(C(=O)CS(=O)Cc2nc(-c3ccc(OC)c(OC)c3)oc2C)CC1 (stereo not given)	0.0%	-2%	-9%	-38%	-0.7	62	6%	-0.2%	7%	1.9%
Cn1c(-c2ccccc2)c[n+]2c1CCCCC2	0.1%	-4%	-25%	-28%	1.8	57	-2%	-0.3%	-16%	-1.2%
O=C(Nc1cccc(NC(=O)c2ccccc2[N+](=O)[O-])n1)c1ccccc1[N+](=O)[O-]	-0.1%	6%	-28%	4%	0.2	56	-12%	0.1%	6%	0.2%

2 successive compounds already listed, for reference:
SMILES	K1F lysis inhibition	Rac1 GTP hydrolysis	KOR beta-arrestin-1	NOD1 inhibition	NTR1 ag	NTR1 ag cell count 20 µM	GPR35 arrestin U2OS	GPR55 activation	GPR55 LPI antagonism	KOR beta-arrestin-2
O=[N+]([O-])c1ccc(/C=N/Nc2ccc3ccccc3c2)o1	-0.4%	6%	42%	-22%	-3.3	88	-8%	0.3%	-4%	2.2%
CN(C)CCOC1c2ccccc2-c2ccccc21	-0.1%	25%	-4%	18%	0.3	57	-2%	0.4%	-1%	-0.6%

A portion of the library. The share of hits here may be higher or lower than overall.
